Screening data as filed in PubChem.
KDM5B inh: KDM5B demethylase inhibition; Q9UGL1; KDM5B demethylase, FDH-coupled NADH fluorescence (FDH is formaldehyde dehydrogenase); Potency, µM (series often up to 57.7 µM), for inactives: at the top dose activity change, negative = inhibition, usual class: inhibitors; hit rate 2.6% among 220,000; AID 1347165; active = well fitted inhibition curve with a large enough effect; inconclusive = small, poorly fitted or top-dose-only effect; inactive = no such curve, though single readings can be large or run the other way; also: 0% is about no effect; nearly all actives have a fitted effect of over 70% in size
Target sequence (Q9UGL1 whole entry, looked up): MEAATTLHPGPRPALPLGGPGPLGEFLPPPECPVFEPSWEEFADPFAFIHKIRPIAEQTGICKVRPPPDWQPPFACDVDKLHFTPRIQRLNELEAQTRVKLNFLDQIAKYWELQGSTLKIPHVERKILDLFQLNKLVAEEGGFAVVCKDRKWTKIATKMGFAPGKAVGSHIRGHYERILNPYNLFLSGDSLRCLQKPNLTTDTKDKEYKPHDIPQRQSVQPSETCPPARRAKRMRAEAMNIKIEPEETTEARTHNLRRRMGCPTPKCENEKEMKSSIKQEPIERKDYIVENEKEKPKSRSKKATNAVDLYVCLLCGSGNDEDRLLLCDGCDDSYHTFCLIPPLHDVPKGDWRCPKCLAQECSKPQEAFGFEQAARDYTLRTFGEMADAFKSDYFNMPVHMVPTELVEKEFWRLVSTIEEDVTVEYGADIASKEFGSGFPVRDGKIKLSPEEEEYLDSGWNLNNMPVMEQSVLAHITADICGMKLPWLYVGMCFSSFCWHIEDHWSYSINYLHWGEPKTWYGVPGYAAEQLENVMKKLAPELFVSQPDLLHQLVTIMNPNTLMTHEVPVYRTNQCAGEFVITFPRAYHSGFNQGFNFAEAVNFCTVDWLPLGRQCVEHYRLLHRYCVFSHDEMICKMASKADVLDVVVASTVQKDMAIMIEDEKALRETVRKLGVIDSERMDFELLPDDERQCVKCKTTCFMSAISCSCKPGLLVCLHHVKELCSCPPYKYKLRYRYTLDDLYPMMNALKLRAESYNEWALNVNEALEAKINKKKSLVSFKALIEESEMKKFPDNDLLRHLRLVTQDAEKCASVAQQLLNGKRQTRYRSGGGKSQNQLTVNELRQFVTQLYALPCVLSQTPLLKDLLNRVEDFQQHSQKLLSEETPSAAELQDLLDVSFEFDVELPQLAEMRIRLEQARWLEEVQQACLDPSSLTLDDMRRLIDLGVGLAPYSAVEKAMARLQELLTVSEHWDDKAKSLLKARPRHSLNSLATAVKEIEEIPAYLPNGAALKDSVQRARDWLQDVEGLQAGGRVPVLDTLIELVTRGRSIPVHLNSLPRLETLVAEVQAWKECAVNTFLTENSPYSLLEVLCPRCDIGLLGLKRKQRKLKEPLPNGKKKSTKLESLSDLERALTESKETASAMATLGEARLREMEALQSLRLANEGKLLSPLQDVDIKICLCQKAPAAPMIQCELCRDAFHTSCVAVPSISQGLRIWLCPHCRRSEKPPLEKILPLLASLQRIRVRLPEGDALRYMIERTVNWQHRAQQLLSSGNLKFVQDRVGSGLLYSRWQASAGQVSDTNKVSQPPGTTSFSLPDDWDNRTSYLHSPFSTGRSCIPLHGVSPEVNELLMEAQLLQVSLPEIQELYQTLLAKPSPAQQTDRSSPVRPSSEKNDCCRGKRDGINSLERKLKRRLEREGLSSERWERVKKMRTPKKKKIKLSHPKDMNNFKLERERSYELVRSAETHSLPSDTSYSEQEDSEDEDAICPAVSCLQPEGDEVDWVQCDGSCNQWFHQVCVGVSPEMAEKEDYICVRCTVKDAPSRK
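Measured: NADH fluorescence change, 30 min, RT. System: KDM5BΔAP 200 nM final, H3K4me3 peptide, α-KG, Fe(II), ascorbate, NAD⁺ plus FDH, pH 7.5 HEPES. Compounds: titrated, 10 min pre-incubation with enzyme.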
* = called active by the depositor; ? = inconclusive; & = joins results of further samples; [ ] = remark or other dose. Potency is read from the fitted curve at half-maximal effect. Some of the compounds tested (hit frequency here may not be typical).

KDM5B inh,SMILES
16%,Cc1ccc(-n2c(=O)c3ccc(C(=O)NCc4ccco4)cc3n(Cc3ccc(Cl)cc3)c2=O)cc1
3%,CCOc1cccc2cc(-c3nc(-c4cc(OC)c(OC)c(OC)c4)no3)c(=O)oc12
19%,Cc1cccc(CNC(=O)[C@H]2CCC[C@H]2NC(=O)c2cnc(C)cn2)c1
-5%,CC(C)c1ccc(Nc2ncccc2[N+](=O)[O-])cc1
-11%,CCN(CC)c1ccc2nnc(CCC(=O)N3CCC4(CC3)OCCO4)n2n1
17%,Cc1cccc(N2CCN(C(=O)CCn3ccn4nc5c(c4c3=O)CCCC5)CC2)c1
?,CN(Cc1cnccn1)C(=O)c1csc2nc(-c3cccc(C(F)(F)F)c3)cn12
5%,CCCNC(=O)N(C1CCOCC1)C1CCN(C(=O)CCC(=O)c2ccc(F)cc2)CC1
4%,Cc1ccc(CS(=O)Cc2ccc(C(=O)NCc3ccccc3Br)o2)cc1 (centres undefined)
-4%,O=S(=O)(NCc1nc2ccccc2s1)c1cccs1
16%,Cc1ccc(C)c(NC(=O)Nc2nnc(N3CCCCC3C)s2)c1 (centres undefined)
-16%,COc1ccc(CCNC(=O)c2cccc(Nc3nc4ccccc4nc3-n3nc(C)cc3C)c2)cc1OC
16%,Cc1ccc(C)c(OCC(=O)Nc2ccc(S(=O)(=O)Nc3nccs3)cc2)c1C
20%,CC(C)(C)c1ccc(-c2nc3cc(NC(=O)c4cc5ccccc5o4)ccc3o2)cc1
-5%,CC(=O)C1=C(c2ccc(C)cc2)N(C(C)=O)n2c(nnc2C2CCCCC2)S1
8%,CNC(=O)Cn1c(CO)cnc1SCc1ccc(Br)cc1
12%,COc1ccc(N2Cc3cccc(C(=O)Nc4ccc(C)cc4)c3C2=O)cc1
5%,CN(Cc1ccc(-c2ccc(Cl)cc2)o1)C(=O)CSc1nnc(C2CC2)n1CCC(N)=O
4%,CCCCc1cnc2c(c1SCC(=O)NCC1CCCO1)c(=O)n(C)c(=O)n2C (centres undefined)
-24%,c1csc(-c2nc(CN3CCSCC3)cs2)c1

Next part:
KDM5B inh,SMILES
-8%,Cc1ccc2c(C(=O)CN3CC(C)CC(C)C3)c(C)[nH]c2c1 (centres undefined)
-12%,CCCCCC(=O)Nc1nc2c(s1)C[C@@H]1[C@](C)(CO)[C@H](O)CC[C@@]1(C)[C@@H]2CC(=O)N[C@H](C)c1ccccc1
-12%,CCOc1ccc2c(n1)CCN(C(=O)Nc1cccc(CC)c1)C2
?,COc1cccc(/C=N/NC(=S)NCCc2ccccc2)c1OC
15%,COc1ccc(C(=O)N[C@@H]2CCC[C@@H]2C(=O)NCc2cccnc2)cc1
1%,C/C(=N\NC(=O)C1CC1c1ccc(C(C)(C)C)cc1)c1ccc(Cl)cc1 (centres undefined)
17%,CCCCn1c(N2CCN(Cc3c(F)cccc3Cl)CC2)nc2c1c(=O)[nH]c(=O)n2C
12%,CC(C)C(C)NC(=O)COC(=O)c1ccc2c(c1)NC(=O)CS2 (centres undefined)
-24%,COC(=O)c1sccc1S(=O)(=O)N1CCN(c2ccc(Cl)cc2)CC1
16%,O=C(NCc1ccc(Cl)cc1)C1Cn2cccc2C(=O)N1Cc1cccnc1 (centres undefined)
-11%,CC1CC(NC(=O)CCC(=O)O)CC(C)(C)C1 (centres undefined)
-16%,COc1cccc(CC(=O)N2CCCC3(C2)NC(=O)N(Cc2ccc(C)cc2)C3=O)c1 (centres undefined)
?,CN(Cc1cccnc1)C(=O)c1ccc(N2CC3CC(C2)[C@H]2CCCC(=O)N2C3)nc1 (some centres undefined)
12%,COCCn1cnnc1SC(C)c1ccccc1Cl (centres undefined)
28%,CC(OC(=O)CCC(=O)c1ccc(F)cc1)C(=O)NC1CCCCC1C (centres undefined)
5%,COc1cccc(CNC(=O)[C@@H]2C[C@@H](O)CN2C2CCN(C(=O)Cc3ccc(Cl)cc3)CC2)c1
35µM*,COc1ccc(Nc2ccc3c(n2)CN(Cc2ccccc2C)C(=O)CO3)cc1
-7%,Cc1cccc(CSCCNC(=O)CN(c2ccccc2)S(=O)(=O)N(C)C)c1
5%,Cc1cc(Br)cc(C)c1NC(=O)c1cnc2ccccn2c1=O
-11%[86.2 µM],Cc1ccccc1CN1C[C@H](O)C[C@H]1c1nc(C2CC2)no1

More compounds.
KDM5B inh,SMILES
16%,Cc1ccc(C)c(S(=O)(=O)N2CCN(C(=O)CSc3ccccc3F)CC2)c1
11%,CN(C)S(=O)(=O)c1ccc(Cl)c2ccccc12
-28%,OCCC1CCN(c2ccc(-c3nc(CCCc4ccccc4)no3)cn2)CC1
-10%[86.2 µM],COc1cccc(CN[C@H]2[C@H](O)[C@H](O)C[C@@H]2c2ccc(C(F)(F)F)nc2)c1
-1%,CC1(C)N=C(c2ccc(F)cc2)C(=O)N1CC(=O)Nc1ccccc1Cl
-1%,CCCCc1nn2c(=O)cc(COC(=O)c3ccccc3NC(=O)C3CCCCC3)nc2s1
12%,CS(=O)(=O)Nc1ccc(NC(=O)Cc2ccc3c(c2)CCC3)cc1
-1%,CNC(=O)N1CCC(Cc2ncc(C)n2CCOC)C1 (centres undefined)
?,CSc1ncc(CN2CCCN(S(=O)(=O)N3CCCC3)CC2)cn1
?,COc1ccc(-c2cc(C(=O)Oc3ccc(C)cc3)c3ccccc3n2)cc1
6%,CC(C)Cn1c(N)c(C(=O)COC(=O)c2cc(-c3ccccc3)nc3ccccc23)c(=O)n(C)c1=O
3%,C#CCN(C)C(=O)C[C@@H]1c2nc(NC(=O)COC)sc2C[C@@H]2[C@](C)(CO)[C@H](O)CC[C@]21C
15%,CN(C)C(=O)c1ccc(NC(=O)c2cc(Br)c(Br)s2)cc1
24%,CN1CCN(CCNC(=O)CC2CCN(C(=O)c3ccc4nc(-c5ccccc5)oc4c3)CC2)CC1
-19%,Cc1ccc(N(Cc2cccs2)C(=O)c2ccc(OC(C)C)cc2)cc1
32µM*,CC(=O)NC1(C)CCN(Cc2cccc(-c3ccc(N4CCOCC4)cc3)c2)C1 (centres undefined)
-15%,COc1cc2c(cc1OC)C(c1cc3cccc(C)c3[nH]c1=O)N(C(=O)c1ccco1)CC2 (centres undefined)
-26%,CC(C)c1ccc(/C=C(/C(=O)O)c2cccs2)cc1
-13%,CN1C2=N[C@H](c3ccccc3)CC(=O)N2/C(=C\c2ccccc2)C1Cc1ccccc1 (some centres undefined)
15%,CSc1cccc(NC(=O)Cn2c(C)cc3nc4n(c(=O)c32)CCCCC4)c1

Following part
KDM5B inh,SMILES
-10%,COc1ccc(N2C(=O)C3(CCCCC3)C2C(=O)NCc2nc3ccccc3n2C)cc1 (centres undefined)
9%,Cc1ccc(NC(=O)N2CCC(CCNC(=O)c3ccco3)CC2)cc1F
23%,C#CCCCN([C@H](C(=O)OC)C(C)C)S(=O)(=O)c1ccccc1Br
21%,Cc1cc(C)c(NC(=S)NCCO)c(C)c1
?,CCOc1ccc(CNC(=O)CS(=O)(=O)c2cccc3nsnc23)cc1
9%,Cc1ccc(NS(=O)(=O)c2ccc(-c3coc(C)n3)cc2)cc1
?,Cc1ccc(C(=O)Nc2cc3c(cc2SCc2ccco2)n(C)c(=O)n3C)cc1
8%,CC1=Nc2cc(C(=O)NC(C)C)ccc2Sc2ccc(C)cc21
?,Cc1ccn2c(Nc3ccc4c(c3)OCO4)c(-c3ccc(O)cc3)nc2c1
10%,CC(=O)Nc1ccc(NC(=O)c2cccc3c(Br)cccc23)cc1
-10%&10%,CCOC(=O)C1CCCN(S(=O)(=O)c2cc(Br)cc3c2N(C(=O)CC)CC3)C1 (centres undefined)
2%,COc1cccc(NS(=O)(=O)c2cc(-c3cnc(C)o3)ccc2C)c1
-5%,Cc1cccc(C)c1NC(=O)CSC1=NS(=O)(=O)c2ccccc2N1
-16%,c1coc(CNC23CC4CC(CC(C4)C2)C3)c1
16%,CCn1ccc2cc(S(=O)(=O)N3CCC(C(=O)NCc4ccco4)CC3)ccc21
0%,CC(NC(=O)c1ccc2c(c1)NC(=O)CS2)c1ccc2c(c1)CC(=O)N2 (centres undefined)
9%,CC(C)CNC(=O)Cc1ccc(N(Cc2cccc(F)c2)C(=O)c2ccco2)cc1
-3%[86.2 µM],Cc1cnc(NC(=O)c2ccc3c(c2)OCCN(CCC(C)C)C3)s1
12%,O=C(c1cc(COc2c(F)cccc2F)on1)N1C[C@H]2CC[C@H]1C2
19%,Cc1cccc(C(=O)N(Cc2ccco2)c2ccccn2)c1

(next part)
KDM5B inh,SMILES
15%,CCS(=O)(=O)N1CCCC(Cc2ncc(C)n2C(C)C)C1 (centres undefined)
?,Cc1ccc(NC(=O)C2CC(=O)N(c3n[nH]c4cc(Br)ccc34)C2)cc1 (centres undefined)
-13%,CS(=O)(=O)c1ccc(CN2C[C@@H]3C[C@H]2C(=O)N(Cc2ccc(OC(F)(F)F)cc2)c2ccccc2O3)cc1
?,O=C(CC1CCCCC1)Nc1ccc(-c2nc3ccccc3s2)cc1
-25%,O=C1NC(C(=O)Nc2ccccc2)Cn2cccc21 (centres undefined)
-12%[86.2 µM],Cc1noc2c(N3CCNC(=O)C3)cc(-c3cccs3)nc12
7%,CCOc1ccccc1NC(=O)N1CCCC1c1nc(CCOCC2CCOCC2)no1 (centres undefined)
21%,COc1cccc(NC(=S)N(CCCN2CCOCC2)C(C)c2cc3cccc(OC)c3o2)c1 (centres undefined)
20%,CCCC(C(=O)NCc1ccc(OC)c(OC)c1)c1ccccc1 (centres undefined)
17%,CCOC(=O)c1cc(-c2ccc(C)cc2)n(CCC(=O)NCCc2ccc(C)cc2)c1C
-18%,COc1cccc(CN2C(=O)c3ccccc3S2(=O)=O)c1
-27%,Cc1nc2nc(SCC(=O)NCc3ccccc3Cl)nn2c(C)c1Cc1ccccc1
?,Cc1ccc2cc(C(=O)NCC3CCS(=O)(=O)C3)[nH]c2c1 (centres undefined)
-28%,COc1ccc(-c2cc(N3CCCC(NC(=O)c4cccc(C(F)(F)F)c4)C3)n[nH]2)cc1 (centres undefined)
-2%,O=C(O)CCCn1c(O)c(C=C2N=c3ccccc3=N2)sc1=S
-11%,CC(=O)N1CCN(C(=O)C(=O)Nc2c3c(nn2-c2ccc(Cl)cc2)CSC3)CC1
-25%,CC(C)NC(=O)COC(=O)c1c[nH]c2ccccc12
0%,COC(CNC(=O)[C@H](Cc1ccccc1)N1Cc2ccccc2C1=O)OC
28µM*,O=C1[C@@H]2C[C@@H](CN2Cc2nccs2)Oc2ccccc2N1Cc1ccc(OC(F)(F)F)cc1
?,CN(C)c1cc(Cl)c2nonc2c1N

(continued)
KDM5B inh,SMILES
-6%,CCCCOc1ccc(NC(=O)c2cc3c(n(-c4ccc(Cl)cc4)c2=O)CCCC3=O)cc1
15%,CCn1c(SCC(=O)NCc2cccs2)nnc1-c1ccc2c(c1)OCCCO2
27%,CC1=CC(=O)C2(CCCCC2)NC1
-14%,Cc1ccc(CCNC(=O)c2ccc(CS(=O)(=O)c3ccc(Br)cc3)o2)cc1
1%[86.2 µM],O=C(NCc1ccccc1)O[C@H]1COCCN(c2nc3ccccc3s2)C1
-1%,CCOC(=O)c1c(C)[nH]c(C)c1S(=O)(=O)N1CCC(C(=O)NCc2ccccc2)CC1
-24%,OC1CN(Cc2ccccc2)CCN(C2CCN(c3ccccc3F)CC2)C1 (centres undefined)
0%,O=C(CCl)N1CCN(C/C=C/c2ccccc2)CC1
22%,CCCCn1nc(C(=O)Nc2ccc3nc(C)sc3c2)c2ccccc2c1=O
-1%,CC(C)CNC(=O)CCc1nc(-c2ccccc2)no1
?,COc1ccc(-c2nc(C3CC(=O)N(c4ccc(F)c(Cl)c4)C3)no2)cc1 (centres undefined)
8%,Cc1c(C)n(CCCN2CCOCC2)c2ncn3nc(CSc4nc5ccccc5o4)nc3c12
32µM*,COCc1nc2nccc(-c3ccccc3)n2n1
